From PubChem
PglD DTNB = blocks C. jejuni PglD acetyltransferase activity; purified PglD enzyme, DTNB colorimetric CoA detection; inhibition, % at 12.5 µM; 360,000 tested, 0.098% active; AID 602405; in the data active = inhibition above about 16%, passing the limit was not always enough; also: strong numbers were not always called active
FN deposit inh = fibronectin deposition inhibition. AH1F fibroblasts, Alexa488-fibronectin deposition fluorescence, overnight. inhibition, % at 12.6 µM. 350,000 tested, 0.086% active. AID 743247;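 active = mean inhibition across replicates of 30% or more, regardless of how many single replicates reach that level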;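 also: positive control wells lacked labelled fibronectin entirely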
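Assay system: AH1F fibroblasts / Quantity: 10000 cells per well / Medium: DMEM plus 2% serum, read in PBS / Reagent: labelled fibronectin 24 nM / Dosing: single dose, pinned / Times: 1 h cell attachment, overnight exposure to compound and label / Signal: fluorescence, ex 485 nm, em 525 nm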
CFTR F508del cor = correctors of CFTR F508del function in bronchial epithelial cells. 350,000 tested, 0.36% active. AID 720511. CFBE cells, YFP halide quenching; stimulated with forskolin plus potentiator P3; % fluorescence drop versus neutral controls. activity (quench increase), % at 7.58 µM;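 active = mean added fluorescence quench of at least 8% versus neutral control, with both replicates also reaching 8%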;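 also: cells transiently co-express mutant CFTR-F508del with the halide-sensitive YFP; corrector assay measuring rescue of mutant channel to the surface after 24 h compound exposure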
INS-1E GSIS act = GLuc luminescence reporter in INS-1E cells, primary screen for activators of glucose-dependent secretion of insulin. INS-1E GLuc reporter insulin secretion, 2-3 h. activation, % at 16.6 µM. 370,000 tested, 0.61% active. AID 743287;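 active = lowest replicate activation of at least 40%, so every replicate reaches that level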;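 also: 0% = median of neutral control wells and 100% = median of IBMX positive control wells; some compounds called inactive have numbers as strong as hits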
PGC1a acetyl inh = modulators of PGC1a acetylation; U2OS PGC1a acetylation, AlphaScreen anti-acetyl-lysine; with virally co-expressed GCN5 acetyltransferase; inhibition, % at 15.6 µM; 350,000 tested, 0.17% active; AID 651687;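 active = every replicate shows inhibition of at least 40%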;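 also: 0% = neutral control wells and 100% = positive control wells; some results beyond the cut were filed as inactive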
miR122 inh = miR-122 inhibition in Huh7 cells. Huh7 miR-122 Renilla luciferase sensor, 48 h; neutral wells = 0, positive control = 100. activation (reporter increase), % at 12.5 µM. 340,000 tested, 0.3% active. AID 602342;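 active = mean replicate activation score at least 90 and every replicate individually at or above 90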;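 also: higher luciferase means less miR-122 activity so hits act as miR-122 inhibitors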
Cneo AK release = causes C. neoformans cell lysis; lysis activity, % at 15 µM; 360,000 tested, 0.2% active; adenylate kinase release luminescence, 4 h; normalised: neutral wells 0, clomiphene wells 100;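 active = mean lysis activity across replicates of at least 80%, whatever share of replicates individually reach that level; inactive = mean lysis activity below 80%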
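Signal: Adenylate kinase release luminescence | Assay system: Log-phase Cryptococcus neoformans yeast cells | Input: Cells at 5 × 10^6 per mL | Buffer or medium: Fresh YPD growth medium | Compound: Single dose | Schedule: Static 4 h at 37 °C with compound, 1 h detection | Controls: Clomiphene | Read-out: Luminescence rise reflecting yeast cell lysis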
C2C12 statin = suppressors of simvastatin-induced myotoxicity in C2C12 myotubes. ATP luminescence, 48 h; scaled: DMSO 0, geranylgeraniol control 100. rescue of ATP level, % at 7.49 µM. 330,000 tested, 0.78% active;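 active = mean ATP rescue above about 67%, or every replicate alone reaching that limit, limit read from the data, passing the limit was not always enough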;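 also: myotubes were challenged with 10 µM simvastatin during compound exposure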
* = called active by the depositor; / = not tested or not shown; [ ] = dose if it differs, or a comment. Not a hit list (roughly 2.1% active in at least one column).

entry	molecule	PglD DTNB	FN deposit inh	CFTR F508del cor	INS-1E GSIS act
1	O=C(NCCCCCCCCCNC(=O)C(F)(F)F)C(F)(F)F	0	7	/	1
2	CC1CCc2c(nc3ncnn3c2NCCc2ccccc2F)C1 (stereo unspecified)	/	-2	-0.5	-12
3	CN1CCc2c(sc(/N=C/c3c[nH]c4ccccc34)c2C(N)=O)C1	-6	4	-0.7	/
4	Cc1ccc(CNC(=O)c2cc(=O)c3ccccc3o2)cc1	5	-5	-1.4	3
5	C[C@H]1CCCCO[C@H](CN(C)Cc2ccc(Cl)c(Cl)c2)[C@@H](C)CN([C@@H](C)CO)C(=O)c2cc(NC(=O)Nc3ccc4c(c3)OCO4)ccc2O1	4	/	-2.7	1
6	COc1ccc(OC)c(C(=O)c2ccc(C(=O)N3CCN(Cc4csc(C)n4)CC3)cc2)c1	/	-9	-2.1	10
7	C=CCC1=C/C(=C\c2c(N)n3nc(CC(=O)N4CCCC4)sc3nc2=O)C=C(OC)C1=O	-1	6	2.1	-10
8	CCN(C(=O)COc1cccc(-n2cnnn2)c1)C1CCS(=O)(=O)C1 (stereo unspecified)	5	-5	2.4	-3
9	CO[C@H]1CN(C)C(=O)c2cc(NC(=O)C3CC3)ccc2OC[C@@H](C)N(Cc2ccncc2)C[C@H]1C	1	10	-2.2	-1
10	Fc1cccc(-n2ncc(-c3nnnn3-c3ccccc3)c2C(F)(F)F)c1	-3	7	/	/
11	CCNC(=O)C[C@@H]1CC[C@@H]2[C@H](COc3ccc(NC(=O)C4CCOCC4)cc3C(=O)N2C)O1	-2	-17	-1.2	-2
12	CCC(CC)c1nnc(NC(=O)C2CC(=O)N(CCc3ccc(F)cc3)C2)s1 (stereo unspecified)	-3	-2	-2.1	-23

entry	PGC1a acetyl inh	miR122 inh	Cneo AK release	C2C12 statin
1	4	-7	-1	-3
2	28	/	/	/
3	7	-2	-2	/
4	-8	-9	0	3
5	-10	4[16.7 µM]	3	/
6	-11	-4	/	/
7	7	-7	1	5
8	4	/	-3	-8
9	/	0[16.7 µM]	1	10
10	-19	32	-3	/
11	9	2[16.7 µM]	-2	-3
12	/	2	0	4

New compounds follow.
entry	molecule	PglD DTNB	FN deposit inh	CFTR F508del cor	INS-1E GSIS act
13	O=C(c1ccco1)N1CCN(C(=O)c2ccccc2NS(=O)(=O)c2ccc(F)cc2)CC1	2	7	-0.9	1
14	S=C1NC2(CCCCC2)NN1c1ccccc1	1	-2	-1.5	14
15	CN(CC(=O)Nc1ccc(OC(F)(F)F)cc1)C(=O)C1CCC1	-1	-4	3.8	/
16	N#C[C@H]1[C@H](c2ccc(C3=CCCCC3)cc2)[C@H](CO)N1C(=O)NC1CCCCC1	1	1	-0.4	-13
17	CCC(CC)C(=O)Nc1nnc(-c2cccs2)s1	-1	-3	/	/
18	COc1ccc(C(=O)O/N=C(\N)c2cccc(C)c2)cc1OC	0	-5	-0.4	-9
19	Cc1ccnc(NC(=O)CCC(=O)N(CC(=O)NCc2ccccc2)c2ccc3c(c2)OCO3)c1	-1	/	/	/
20	COc1ccccc1N(C)S(=O)(=O)c1ccc(C(=O)OCC(N)=O)cc1	/	2	0.8	17
21	CO[C@H]1CN(C)C(=O)c2cc(NC(=O)C3CC3)ccc2OC[C@@H](C)N(C(=O)C2CCCCC2)C[C@@H]1C	-2	6	-3.8	-5
22	O=S(=O)(NCC[C@@H]1CC[C@@H](NS(=O)(=O)c2cccc(Cl)c2)[C@H](CO)O1)c1cccc(F)c1	2	-5	0.2	-17
23	Cc1cccc(CNC(=O)Nc2nnc([C@@H]3C[C@H](O)[C@@H](CO)O3)s2)c1	0	1	0.1	-7
24	COc1cccc(NC(=O)N(C)C[C@H]2Oc3ncc(C4=CCCCC4)cc3C(=O)N([C@H](C)CO)C[C@@H]2C)c1	-1	/	-0.5	-23

entry	PGC1a acetyl inh	miR122 inh	Cneo AK release	C2C12 statin
13	5	-5	1	/
14	-1	7	2	5
15	10	/	-2	7
16	-24	/	-9	16
17	4	6	2	/
18	2	0	-5	-3
19	7	4	1	8
20	1	-2	/	/
21	-4	11[16.7 µM]	-3	12
22	2	/	-2	3
23	-5	-6	1	-9
24	-10	12[16.7 µM]	5	16

(further entries)
entry	molecule	PglD DTNB	FN deposit inh	CFTR F508del cor	INS-1E GSIS act
25	Cc1ccc[n+](CC(=O)Nc2cccc(Cl)c2)c1	4	0	6.2	16
26	CCCC#Cc1ccc2c(c1)O[C@@H](CN(C)Cc1ccccc1)[C@H](C)CN([C@H](C)CO)S2(=O)=O	/	-6	2.6	-4
27	COc1ccc(OC)c(-c2nnc(SCC(=O)N3CCCc4ccccc43)o2)c1	-5	/	/	/
28	COCC(=O)N1[C@H](C#N)[C@H](c2ccccc2C2=CCCC2)[C@@H]1CO	/	-5	-1.8	-5
29	C[C@H]1CN([C@@H](C)CO)C(=O)c2cc(NC(=O)Cn3cnnn3)ccc2O[C@H]1CN(C)Cc1ccc(Oc2ccccc2)cc1	-1	/	-4.4	6
30	O=C(NCc1ccc2c(c1)OCO2)c1ccc(COc2cc(Cl)ccc2Cl)o1	5	8	/	/
31	O=C(Nc1ccc2c(c1)OCO2)C(c1ccccc1)N1CCC2(CC1)OCCO2 (stereo unspecified)	3	/	/	/
32	CC(C(=O)N(C1CC1)C1(C(=O)Nc2ccccc2)CCCC1)N1C(=O)c2ccccc2C1=O (stereo unspecified)	-1	/	/	/
33	CCCN(CC(=O)Nc1ccc(F)c(F)c1F)C(=O)c1ccc(N2CCCC2=O)cc1	5	-9	0.8	-4
34	Cc1ccc(C(=O)Nc2cc(C)nn2CCC#N)cc1	-4	-1	-2.4	-1
35	C[C@H](CO)N1C[C@H](C)[C@@H](CN(C)S(=O)(=O)c2ccccc2F)Oc2ncc(C#Cc3ccccc3)cc2C1=O	-1	13	-1.0	-9
36	CCOC(=O)CSc1nc2c(sc(=S)n2CCc2ccccc2)c(=O)n1Cc1ccco1	0	-5	/	-22

entry	PGC1a acetyl inh	miR122 inh	Cneo AK release	C2C12 statin
25	-15	2	4	-1
26	0	/	/	-5
27	4	7	-1	14
28	-4	/	/	/
29	7	11[16.7 µM]	-4	13
30	/	-18	0	14
31	2	-1	-3	36
32	7	-4	-1	8
33	/	/	0	-3
34	/	-1	-3	-5
35	-7	-6[16.7 µM]	4	-52
36	-19	2	3	-2

Remaining list, next part
entry	molecule	PglD DTNB	FN deposit inh	CFTR F508del cor	INS-1E GSIS act
37	COc1ccc(NC(=O)CSc2ncnc3sc(C)cc23)cc1	1	-6	-4.4	-12
38	O=C(NCc1ccccc1Cl)c1ccc(CS(=O)(=O)c2ccccc2)o1	-5	3	1.8	-1
39	CCN(CC)S(=O)(=O)c1ccc(Cl)c(NC(=O)COC(=O)c2ccc([N+](=O)[O-])o2)c1	1	-7	2.7	-9
40	COc1ccc2c(c1)O/C(=C\c1ccccc1O)C2=O	-3	5	3.9	/
41	COCCn1c(Cc2ccccc2)nnc1SCC(=O)NC(C)C	8	/	/	-9
42	CCOC(=O)C1CCN(CC(=O)c2c(C)[nH]c3cc(C)ccc23)CC1	2	/	/	-22
43	NS(=O)(=O)c1ccc(CCNC(=O)C2CC(=O)N(Cc3ccccc3Cl)C2)cc1 (stereo unspecified)	4	-2	2.2	-6
44	CCOC(=O)c1ccc(NC(=O)NCc2ccn(CC)n2)cc1	-4	1	/	/
45	COc1cccc(NC(=O)Nc2ccc3c(c2)C(=O)N(C)C[C@@H](OC)[C@@H](C)CN(CC2CC2)[C@@H](C)CO3)c1	0	0	0.6	5
46	C[C@H](CO)N1C[C@H](C)[C@H](CN(C)CC2CC2)Oc2ccc(NS(=O)(=O)c3ccc(Cl)cc3)cc2C1=O	0	/	-2.0	7
47	C[C@@H]1CN([C@H](C)CO)C(=O)c2cc(-c3ccccc3)cnc2O[C@H]1CN(C)C(=O)c1cccc(F)c1	/	7	-0.7	-12
48	CN1CCN(C(=O)c2cc3c(c(-c4cccc(Br)c4)n2)[C@@H](CCO)N(S(=O)C(C)(C)C)C3)CC1 (stereo partly specified)	0	7	0.8	-11

entry	PGC1a acetyl inh	miR122 inh	Cneo AK release	C2C12 statin
37	/	/	24	-3
38	/	-3	0	2
39	-16	-17	-3	4
40	-19	1	2	/
41	-19	-2	-1	6
42	-4	-4	0	/
43	7	-1	2	6
44	/	-5	3	/
45	12	/	1	-7
46	0	-2[16.7 µM]	3	20
47	-8	-8[16.7 µM]	/	20
48	4	-2	2	-1

(listing goes on)
entry	molecule	PglD DTNB	FN deposit inh	CFTR F508del cor	INS-1E GSIS act
49	COc1ccc([Si](C)(C)[C@@H]2[C@@H](CCn3cc(CCO)nn3)O[C@]3(C(=O)N(Cc4ccc(N5CCC5=O)cc4)c4ccccc43)[C@H]2C)cc1	-2	/	-1.7	/
50	c1ccc(-c2cc(N3CCCCC3)ncn2)cc1	-1	/	/	/
51	CCC(=O)Nc1ccc2c(c1)OC[C@H](C)N(C(=O)COC)C[C@H](C)[C@@H](OC)CN(C)C2=O	2	-4	3.1	-13
52	COc1ccccc1N1CCN(CCCCOc2ccc(C)cc2C)CC1	3	-10	3.0	-6
53	CCC(C)NC(=O)C1CCCN(S(=O)(=O)c2ccc3c(c2)CC(C)N3C(C)=O)C1 (stereo unspecified)	-2	-5	-1.2	-18
54	CC(C)(C)C(=O)N1CCN(c2ccc([N+](=O)[O-])c(-n3nc(-c4ccccc4)c4ccccc4c3=O)c2)CC1	0	-5	/	-19
55	CCCN1Cc2cccc(C(=O)Nc3ccc(CN4CCCC4)cc3)c2C1=O	6	-1	/	7
56	CCN(CC(=O)NCc1ccncc1)S(=O)(=O)c1cc(Cl)ccc1Cl	-1	7	0.1	54
57	CC1CC(C)CN(C(=O)c2ccc(Br)c(S(=O)(=O)N3CCOCC3)c2)C1 (stereo unspecified)	-2	-2	2.4	-4

entry	PGC1a acetyl inh	miR122 inh	Cneo AK release	C2C12 statin
49	-28	/	-4	/
50	1	1	-1	/
51	17	/	-4	-1
52	-8	4	-1	14
53	7	0	-1	25
54	/	3	-1	/
55	-3	8	-2	/
56	/	5	14	4
57	8	23	2	-5

Profiles as entered above. Order of screens: PglD DTNB | FN deposit inh | CFTR F508del cor | INS-1E GSIS act | PGC1a acetyl inh | miR122 inh | Cneo AK release | C2C12 statin
COc1ccccc1N1CCN(CCCCOc2ccc(C)cc2C)CC1 reads 3 | -10 | 3.0 | -6 | -8 | 4 | -1 | 14
CCCN1Cc2cccc(C(=O)Nc3ccc(CN4CCCC4)cc3)c2C1=O reads 6 | -1 | / | 7 | -3 | 8 | -2 | /
CCN(CC(=O)NCc1ccncc1)S(=O)(=O)c1cc(Cl)ccc1Cl reads -1 | 7 | 0.1 | 54 | / | 5 | 14 | 4

Looked up one by one from the entries so far, three records:
entry	molecule	PglD DTNB	FN deposit inh	CFTR F508del cor	INS-1E GSIS act
32	CC(C(=O)N(C1CC1)C1(C(=O)Nc2ccccc2)CCCC1)N1C(=O)c2ccccc2C1=O (stereo unspecified)	-1	/	/	/
26	CCCC#Cc1ccc2c(c1)O[C@@H](CN(C)Cc1ccccc1)[C@H](C)CN([C@H](C)CO)S2(=O)=O	/	-6	2.6	-4
5	C[C@H]1CCCCO[C@H](CN(C)Cc2ccc(Cl)c(Cl)c2)[C@@H](C)CN([C@@H](C)CO)C(=O)c2cc(NC(=O)Nc3ccc4c(c3)OCO4)ccc2O1	4	/	-2.7	1

entry	PGC1a acetyl inh	miR122 inh	Cneo AK release	C2C12 statin
32	7	-4	-1	8
26	0	/	/	-5
5	-10	4[16.7 µM]	3	/
